ZTA counter = blocks Epstein-Barr virus ZTA, an EBNA-1 counter-screen. inhibition, % at 11 µM. AID 2234. P03206. ZTA-DNA binding, fluorescence polarization. hit rate 0.15% among 320,000; in the data active means inhibition above about 33%
Target sequence (P03206 whole entry, looked up): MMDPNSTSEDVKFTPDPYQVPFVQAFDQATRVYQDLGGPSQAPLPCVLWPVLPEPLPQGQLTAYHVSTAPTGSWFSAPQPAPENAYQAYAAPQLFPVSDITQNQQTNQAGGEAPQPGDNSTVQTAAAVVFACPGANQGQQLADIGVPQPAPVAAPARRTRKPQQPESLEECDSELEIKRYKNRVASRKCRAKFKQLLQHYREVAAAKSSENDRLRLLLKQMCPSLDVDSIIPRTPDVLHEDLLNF
EBNA-1 inhibitor = blocks EBNA-1 binding to DNA. hit rate 0.34% among 300,000. inhibition, % at 14.8 µM. EBNA-1 DNA binding, fluorescence polarization; in the data active means inhibition above about 28%
core dimer inh = HCV core protein dimerization inhibition | hit rate 0.33% among 300,000 | inhibition, % at 5 µM | AID 1899 | TR-FRET GST/Flag-core106 dimerization, 1536-well;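 active means inhibition above the mean of all tested compounds plus 3 SD, set per screening campaign, cut at about 45% in these data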
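Assay system – GST-tagged and Flag-tagged HCV core protein residues 1-106 · Quantity – core106 proteins, GST 13.5 nM and Flag 17 nM · Benchmarks – unlabelled core106 and no-GST-core106 wells · Read-out basis – percent inhibition of core106 dimerization signal · Detection – time-resolved FRET, ex 340 nm, em 617 and 671 nm · Schedule – 4 h at 22.5 °C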
PREPL inh = inhibitors of human prolyl oligopeptidase-like enzyme PREPL; AID 2751; recombinant PREPL, fluorescence polarization activity-based probe; Q4J6C6; hit rate 0.68% among 320,000; inhibition, % at 5.96 µM; in the data active means inhibition above about 43%;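 further: 0% = enzyme with DMSO and 100% = wells lacking enzyme; many of its hits are not listed in these tables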
TPT1 inh = blocks Candida albicans tRNA 2'-phosphotransferase. hit rate 0.81% among 300,000. recombinant caTPT1, FP RNA substrate dephosphorylation. inhibition, % at 5 µM;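 active means inhibition above the mean of all tested compounds plus 3 SD, set per screening campaign, cut at about 24% in these data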;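 further: plate controls were DMSO alone for no effect and ferristatin control at 100 nM for full effect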
PP1 inh = blocks human PP1-alpha phosphatase, a PP5 counter-screen | purified PP1alpha, OMFP fluorescence | inhibition, % at 6.7 µM | hit rate 0.9% among 320,000 | AID 2235;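 active means inhibition above the mean inhibition of all tested compounds plus 3 SD, computed separately for each screening campaign, cut at about 15% in these data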
Fh CTSL1 inh = blocks F. hepatica cathepsin L1 in PFM18AAP counter-screen; recombinant F. hepatica cathepsin L1, Z-Leu-Arg-MCA fluorescence; inhibition, % at 5.96 µM; hit rate 0.49% among 300,000; AID 1906;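 active means inhibition above the mean of all tested compounds plus 3 SD, set per screening campaign, cut at about 17% in these data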;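 further: 0% = plate median of test compound wells and 100% = 1 µM Z-Phe-Ala-diazomethylketone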
Efflux pump inh = antifungal efflux pump inhibition, Nile Red retention; inhibition, % at 10 µM; S. cerevisiae Candida pump triplex; hit rate 0.44% among 330,000; AID 485275;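 active means plate passing quality check with inhibition over a set limit, or well fluorescence over plate mean plus 4 SD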;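 further: Nile Red retained in pooled yeast measured as flow cytometry median fluorescence; 0% = buffer negative control and 100% = Enniatin B positive control; higher means more Nile Red kept so more efflux inhibition; some compounds called inactive have numbers as strong as hits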
PP5 inh = PP5 (human) phosphatase inhibition. purified PP5c, OMFP substrate fluorescence. hit rate 0.18% among 320,000. inhibition, % at 6.7 µM. AID 1987;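 active means inhibition above the campaign's mean inhibition across all tested compounds plus 3 SD, cut at about 9.5% in these data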;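 further: 0% = DMSO only and 100% = 100 µM cantharidin control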
Target sequence (P53041 whole entry, looked up): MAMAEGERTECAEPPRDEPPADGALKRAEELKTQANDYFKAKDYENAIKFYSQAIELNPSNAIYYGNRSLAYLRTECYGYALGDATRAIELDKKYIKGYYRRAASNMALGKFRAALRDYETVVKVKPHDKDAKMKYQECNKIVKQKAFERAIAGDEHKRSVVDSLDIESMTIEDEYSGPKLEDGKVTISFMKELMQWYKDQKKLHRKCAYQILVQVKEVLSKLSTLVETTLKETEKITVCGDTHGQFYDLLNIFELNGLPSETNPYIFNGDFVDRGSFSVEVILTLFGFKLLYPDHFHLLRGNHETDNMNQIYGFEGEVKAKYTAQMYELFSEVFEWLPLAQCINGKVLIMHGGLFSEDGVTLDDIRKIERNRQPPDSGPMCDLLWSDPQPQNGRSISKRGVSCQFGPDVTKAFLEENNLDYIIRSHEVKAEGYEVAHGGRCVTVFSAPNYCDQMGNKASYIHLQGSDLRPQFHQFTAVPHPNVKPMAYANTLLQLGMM
Active calls of the source: *; / = not tested or not shown. The list is partial, so the mix of outcomes need not match the whole.

#1 COc1cccc(N2CC(C(=O)Nc3nnc(SCC(=O)NCC4CCCO4)s3)CC2=O)c1 (stereo not given)
#2 COc1cccc(C2N(c3cccc(Cl)c3)C(=O)C3CCCN32)c1OC (stereo not given)
#3 Cc1ccc2oc(-c3cccc(NC(=S)NC(=O)/C=C/c4ccco4)c3)nc2c1
#4 O=c1[nH][nH]c2ccccc2c1=O
#5 CCOC(=O)c1sc(N2C(=O)C(O)=C(C(=O)c3ccco3)C2c2cccc(Cl)c2)nc1C (stereo not given)
#6 COc1ccc(Cn2c(CCC(=O)Nc3ccc(CC#N)cc3)nc3cccnc32)cc1
#7 C=CCOc1ccc(/C=C/C(=O)OCC(=O)NC2CCCCCCC2)cc1
#8 CCOC(=O)c1c(N)nn(C(=O)C(C)C)c1-c1ccccc1
entry no.	1	2	3	4	5	6	7	8
ZTA counter	-6.5	-0.5	15.7	3.6	15.7	2.7	-7.1	16.1
EBNA-1 inhibitor	3.9	2.4	18.0	0.4	10.3	8.0	-8.9	-6.1
core dimer inh	4.7	-2.3	56.8*	-1.2	-19.2	1.9	-3.0	-1.1
PREPL inh	3.5	5.2	-20.2	-5.9	-15.3	-4.5	-4.4	-10.3
TPT1 inh	-0.6	-0.5	2.5	1.5	7.5	-1.5	1.0	-2.2
PP1 inh	-0.8	-4.6	5.1	2.7	26.7*	-0.9	-3.5	2.9
Fh CTSL1 inh	6.2	-0.6	1.8	-1.0	3.7	9.4	1.4	0.1
Efflux pump inh	0.2	-0.3	0.2	0.5	0.8	0.0	2.3	0.2
PP5 inh	-0.4	-1.4	2.0	-1.0	2.1	1.4	2.5	1.5

#9 Cc1ccc(-n2c(C)nc3oc4ccccc4c(=O)c3c2=O)cc1
#10 Cc1c(C)n(CCN(C)C)c2ccc(C(=O)OCCN(C)C)cc12
#11 CCOC(=O)C1CCCN(C(=O)COC(=O)C2=COCCO2)C1 (stereo not given)
#12 O=C(CC(=O)NC1CCCCC1)N/N=C/c1cccc2ccccc12
#13 CCOC(=O)c1c(NC(=O)C2COc3ccccc3O2)sc(C)c1C (stereo not given)
#14 CCc1ccc2c(c1)c1nnc(NN)nc1n2CC
#15 Cc1cnc(C(=O)Nc2ccccc2C(=O)N2CCOCC2)cn1
#16 COC(=O)c1cccc(NC(=S)NCCC2=CCCCC2)c1
entry no.	9	10	11	12	13	14	15	16
ZTA counter	11.3	-5.2	8.8	13.0	-3.9	7.4	-6.7	1.4
EBNA-1 inhibitor	1.4	3.0	-0.1	11.8	-7.0	4.3	-9.8	-13.3
core dimer inh	19.4	-3.5	-1.9	1.7	-2.0	21.7	-3.4	2.4
PREPL inh	0.8	16.5	-4.7	30.5	8.2	23.5	-10.4	2.7
TPT1 inh	22.0	0.9	-4.7	-6.2	0.9	-5.6	1.9	2.2
PP1 inh	-0.2	-1.0	-1.0	-3.0	-0.4	5.5	0.7	-4.5
Fh CTSL1 inh	0.8	1.7	3.4	5.4	5.3	-0.4	-1.9	2.3
Efflux pump inh	-0.1	0.1	0.0	-0.1	0.2	-0.1	-0.1	-0.1
PP5 inh	-0.1	1.1	1.5	-1.2	1.1	3.1	-0.6	4.0

#17 COC(=O)C1(C)NC(c2ccccc2F)C2C(=O)N(c3ccccc3)C(=O)C21 (stereo not given)
#18 Cc1cc2nc(SCCN3CCOCC3)[nH]c2cc1C
#19 CCCOc1ccc(C2/C(=C(/O)c3ccccc3)C(=O)C(=O)N2CCCN(C)C)cc1OC (stereo not given)
#20 O=C(O)CSc1c[nH]c2ccccc12
#21 CC(C)c1cccc(O)c(=O)c1
#22 Cc1cc(C)c2c(=O)n(CC(=O)Nc3cccc(Cl)c3C)sc2n1
#23 CCN(C#N)c1nc(N(C)C)nc(N(C)C)n1
#24 CCN(CC(=O)NCc1ccc(Cl)cc1)C(=O)c1cc(S(=O)(=O)NCc2ccccc2)ccc1C
entry no.	17	18	19	20	21	22	23	24
ZTA counter	12.1	7.7	-1.7	-7.5	-10.2	-1.0	-12.3	4.0
EBNA-1 inhibitor	-2.6	-17.1	-8.8	-12.0	-13.2	2.9	-5.9	-3.8
core dimer inh	-4.3	-2.5	2.2	-5.0	8.1	-3.1	0.8	-6.7
PREPL inh	9.8	10.7	-7.6	-2.5	0.3	3.0	-3.4	10.5
TPT1 inh	0.7	-4.3	4.0	-9.9	-1.7	-1.4	0.4	1.5
PP1 inh	-6.2	-1.4	6.4	-2.3	5.5	-2.3	-4.0	-2.2
Fh CTSL1 inh	-3.3	-3.6	-1.3	-0.1	6.3	4.0	-1.6	-1.4
Efflux pump inh	0.5	0.1	0.0	0.1	-0.2	0.0	0.1	0.5
PP5 inh	2.0	0.1	-0.5	-0.1	1.6	-0.1	2.3	2.3

#25 O=[N+]([O-])c1ccc2oc(-c3ccccc3)nc2c1
#26 CC(C)C(NS(=O)(=O)c1ccc2c(c1)oc(=O)n2C)C(=O)N1CCN(Cc2ccccc2)CC1 (stereo not given)
#27 CCOc1ccc(NC(=S)c2ccncc2)cc1
#28 Nc1ccn(Cc2cccc(F)c2)n1
#29 COc1cccc(N2CCN(c3ccc4nnc(CCC(=O)Nc5ccc(C)cn5)n4n3)CC2)c1
#30 Cc1ccsc1/C=N/Nc1ccc(Cl)nn1
#31 COc1ccc(S(=O)(=O)N(NC2=NS(=O)(=O)c3ccccc32)C(=O)C(C)C)cc1
#32 CC(C)c1ccc(N2C(=O)C3C4C=CC(CC4)C3C2=O)cc1 (stereo not given)
entry no.	25	26	27	28	29	30	31	32
ZTA counter	7.7	1.0	-4.5	15.6	11.0	-13.5	-7.3	14.9
EBNA-1 inhibitor	-0.4	-4.2	3.2	8.0	11.2	4.0	-6.8	4.8
core dimer inh	0.0	-0.5	-5.8	2.1	6.7	4.9	-7.7	5.7
PREPL inh	0.7	-5.9	-0.6	-3.8	25.2	14.7	3.5	0.2
TPT1 inh	0.3	-2.4	0.6	-2.0	-3.0	3.6	-2.2	-1.3
PP1 inh	-3.0	-7.2	0.7	3.0	-0.5	6.4	0.7	-1.4
Fh CTSL1 inh	1.3	47.0*	-1.2	-1.8	-1.1	-0.4	2.1	-1.3
Efflux pump inh	-0.1	-0.1	0.1	-0.1	0.0	-0.1	0.0	0.1
PP5 inh	-3.1	-0.2	-3.4	-0.5	0.2	-1.3	1.1	1.3

#33 COc1ccc(NC(=O)c2cccc(Oc3ccccc3)c2)cn1
#34 O=C1CCC(C(=O)OCc2cc(Cl)ccc2OC(F)F)N1 (stereo not given)
#35 Cc1c(CCC(=O)O)c(=O)oc2c(C)c(OCc3ccccc3Cl)ccc12
#36 CN1C(=O)C(=O)/C(=C(/O)c2ccc(Br)cc2)C1c1ccc(F)cc1 (stereo not given)
#37 COc1cc(-c2ccc(NC(C)=O)c(OC)c2)ccc1NC(C)=O
#38 COc1cc(C2NC(=O)NC(C)=C2C(=O)OC(C)C)ccc1OC(=O)c1ccco1 (stereo not given)
#39 CCOc1c2ccc(C(=O)NCCc3cccs3)cc2nn1CC
#40 Cc1cccc2cc(C(c3nnnn3Cc3ccc4c(c3)OCO4)N3CCCC3)c(=O)[nH]c12 (stereo not given)
entry no.	33	34	35	36	37	38	39	40
ZTA counter	9.1	-20.5	9.8	-0.5	5.8	-10.7	-4.5	-5.5
EBNA-1 inhibitor	-6.8	8.3	10.5	0.5	12.0	-3.4	-2.5	0.9
core dimer inh	-0.1	-7.6	12.6	-11.4	2.0	1.1	-6.5	35.9
PREPL inh	-7.0	5.7	23.9	12.3	-2.5	79.4*	8.6	11.7
TPT1 inh	-0.1	-1.1	0.1	-6.0	-3.0	-1.4	1.9	-2.4
PP1 inh	-1.7	-0.4	6.4	2.2	-4.4	-3.5	-0.4	8.2
Fh CTSL1 inh	6.2	-2.3	4.3	6.3	-2.4	-10.9	-2.6	-1.9
Efflux pump inh	0.1	0.0	0.0	-0.1	-0.1	0.0	-0.1	0.0
PP5 inh	4.5	1.9	-0.2	-1.2	-0.1	2.2	4.3	3.0

#41 O=C(c1ccc2c(c1)OCO2)N1CCNc2ccccc2C1
#42 Cc1ccc(S(=O)(=O)N2c3ccccc3CC2C)cc1 (stereo not given)
#43 Nc1nnc(N2CCCCCC2)s1
#44 COC(=O)c1cn(CC(=O)Nc2ccc(OC)cc2)c2ccccc12
#45 CCC(C)C(=O)Nc1nc(C)c(-c2csc(Nc3ccc(Cl)cc3)n2)s1 (stereo not given)
#46 CN(Cc1cccs1)C(=O)c1ccc(S(=O)(=O)N2CCCCC2)cc1
#47 CSc1ccc(/C=C(/NC(=O)c2ccccc2)C(=O)NCCCn2ccnc2)cc1
#48 CC1=C(C(N)=O)C(c2cccc(OCc3ccccc3)c2)n2nnnc2N1 (stereo not given)
entry no.	41	42	43	44	45	46	47	48
ZTA counter	-5.7	-2.6	-7.5	-6.7	7.5	3.6	5.5	0.9
EBNA-1 inhibitor	-6.9	-7.0	3.0	-1.3	-15.2	2.1	4.2	-11.6
core dimer inh	1.7	-0.2	2.0	-2.2	-6.4	3.3	2.5	-1.9
PREPL inh	5.9	3.9	3.2	4.7	13.7	0.0	-3.7	-25.5
TPT1 inh	4.2	-1.2	-0.6	0.1	9.4	-2.7	-1.2	2.3
PP1 inh	-0.4	-2.7	-2.5	-3.0	-1.2	-3.6	2.0	-5.5
Fh CTSL1 inh	-0.9	1.7	3.8	0.4	2.7	-2.2	5.5	2.2
Efflux pump inh	0.0	0.1	-0.2	0.5	/	0.1	0.1	0.2
PP5 inh	4.1	1.2	0.4	-2.0	3.8	-1.0	-0.1	-2.2

Shown with values under each structure: 9 of the compounds above.
Screens in order: ZTA counter	EBNA-1 inhibitor	core dimer inh	PREPL inh	TPT1 inh	PP1 inh	Fh CTSL1 inh	Efflux pump inh	PP5 inh
24. CCN(CC(=O)NCc1ccc(Cl)cc1)C(=O)c1cc(S(=O)(=O)NCc2ccccc2)ccc1C
→ 4.0	-3.8	-6.7	10.5	1.5	-2.2	-1.4	0.5	2.3
25. O=[N+]([O-])c1ccc2oc(-c3ccccc3)nc2c1
→ 7.7	-0.4	0.0	0.7	0.3	-3.0	1.3	-0.1	-3.1
26. CC(C)C(NS(=O)(=O)c1ccc2c(c1)oc(=O)n2C)C(=O)N1CCN(Cc2ccccc2)CC1 (stereo not given)
→ 1.0	-4.2	-0.5	-5.9	-2.4	-7.2	47.0*	-0.1	-0.2
27. CCOc1ccc(NC(=S)c2ccncc2)cc1
→ -4.5	3.2	-5.8	-0.6	0.6	0.7	-1.2	0.1	-3.4
28. Nc1ccn(Cc2cccc(F)c2)n1
→ 15.6	8.0	2.1	-3.8	-2.0	3.0	-1.8	-0.1	-0.5
29. COc1cccc(N2CCN(c3ccc4nnc(CCC(=O)Nc5ccc(C)cn5)n4n3)CC2)c1
→ 11.0	11.2	6.7	25.2	-3.0	-0.5	-1.1	0.0	0.2
30. Cc1ccsc1/C=N/Nc1ccc(Cl)nn1
→ -13.5	4.0	4.9	14.7	3.6	6.4	-0.4	-0.1	-1.3
31. COc1ccc(S(=O)(=O)N(NC2=NS(=O)(=O)c3ccccc32)C(=O)C(C)C)cc1
→ -7.3	-6.8	-7.7	3.5	-2.2	0.7	2.1	0.0	1.1
32. CC(C)c1ccc(N2C(=O)C3C4C=CC(CC4)C3C2=O)cc1 (stereo not given)
→ 14.9	4.8	5.7	0.2	-1.3	-1.4	-1.3	0.1	1.3
